# FEN1 inh = qHTS Assay for the Inhibitors of Human Flap endonuclease 1 (FEN1); Recombinant FEN1 flap cleavage, fluorescence, 15 min; Potency, µM (titrated, usually from 114 µM), for the others: at the top dose activity change, negative = inhibition, actives largely listed as inhibitors; 390,000 compounds, 0.35% hits; note: nearly all actives have a fitted effect of over 65% in size
#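 Quantitative HTS format: each compound was titrated, incubated with 10 nM nuclease for 15 min at room temperature, then challenged with flap substrate at 50 nM final. Signal change over 15 min gave concentration–effect curves.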
# N370S GC = qHTS Assay for Inhibitors and Activators of N370S glucocerebrosidase as a Potential Chaperone Treatment of Gaucher Disease; Lysosomal acid glucosylceramidase (Homo sapiens), P04062; N370S GC spleen homogenate, 4MU-glucoside fluorescence; Potency, µM (series often up to 59.4 µM), for the others: top-dose activity change, negative = inhibition, hits mostly inhibitors; 330,000 compounds, 0.092% hits;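 note: 0% = full enzyme activity and -100% = no enzyme basal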
# GCN5L2 inh = qHTS Assay for Inhibitors of GCN5L2. 390,000 compounds, 0.21% hits. Histone acetyltransferase KAT2A (Homo sapiens), Q92830. Potency, µM (series often up to 58.9 µM), inactives show top-dose activity change, negative = inhibition, hits mostly inhibitors. AID 504327, 2011. GCN5L2 HAT assay, ThioGlo1 CoA-SH fluorescence
# Target sequence (Q92830 whole entry, looked up): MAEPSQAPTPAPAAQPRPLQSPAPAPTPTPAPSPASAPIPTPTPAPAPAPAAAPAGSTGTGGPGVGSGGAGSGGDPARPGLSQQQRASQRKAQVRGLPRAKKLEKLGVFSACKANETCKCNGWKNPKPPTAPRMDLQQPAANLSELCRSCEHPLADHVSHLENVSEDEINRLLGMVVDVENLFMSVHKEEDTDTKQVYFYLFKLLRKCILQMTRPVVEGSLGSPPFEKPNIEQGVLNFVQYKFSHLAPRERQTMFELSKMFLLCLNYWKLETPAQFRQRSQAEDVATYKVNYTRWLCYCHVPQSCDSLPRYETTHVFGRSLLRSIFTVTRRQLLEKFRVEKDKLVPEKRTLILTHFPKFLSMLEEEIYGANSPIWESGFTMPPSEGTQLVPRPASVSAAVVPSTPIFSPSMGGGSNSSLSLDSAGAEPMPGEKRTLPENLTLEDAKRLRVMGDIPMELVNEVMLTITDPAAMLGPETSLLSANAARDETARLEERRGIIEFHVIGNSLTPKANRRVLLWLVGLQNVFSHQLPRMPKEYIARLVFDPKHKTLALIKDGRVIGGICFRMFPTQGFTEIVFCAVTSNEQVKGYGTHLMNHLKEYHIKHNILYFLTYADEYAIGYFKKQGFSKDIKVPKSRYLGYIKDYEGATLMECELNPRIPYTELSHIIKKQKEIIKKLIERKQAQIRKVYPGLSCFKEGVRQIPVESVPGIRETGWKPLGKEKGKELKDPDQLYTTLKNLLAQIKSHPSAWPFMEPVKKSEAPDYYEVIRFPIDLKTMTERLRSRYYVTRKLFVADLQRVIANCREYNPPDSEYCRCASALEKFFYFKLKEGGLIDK
#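 ThioGlo1-coupled HAT assay: 20nM GCN5L2, 70uM acetyl-CoA, 75uM H3(1-25) peptide, pH 7.5. Fluorescence read at 340/540nm at start and after 20 min at room temperature.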
# The depositor's hits bear a star; u = inconclusive; x = not tested or not shown; [ ] = dose if it differs, or a comment. Calls come from the whole dose curve; as a rule, active = well fitted curve in the direction sought with a large enough effect; inconclusive = small, poorly fitted or top-dose-only effect, or another doubt; inactive = no such curve, though single readings can be large; an effect the other way counts as inactive or inconclusive. Unless noted, % is set by controls: 0 for no effect and ±100 for the full control effect; potency is the fitted concentration of half-maximal effect. Not a hit list. About 0.54% of those tested had a hit in this group.
FEN1 inh,N370S GC,canonical_smiles,GCN5L2 inh
-4%,x,CCC1CN(C(=O)N2CCC(C(=O)N(C)Cc3ccccc3)CC2)c2ccccc2O1 (stereo not drawn),-18%
16%,x,COc1cc2nc(SCC(=O)Nc3cccc(C)c3)n3nc(-c4ccccc4)nc3c2cc1OC,0%
15%,x,CC(C)(C)c1ccc(OCC(=O)NC(Cc2c[nH]c3ccccc23)C(=O)O)cc1 (stereo not drawn),12%
-2%,9%,O=C(Cn1c(C(F)(F)F)nc2ccccc21)c1ccc(Br)cc1,-9%
-4%,4%,CCc1cc(-c2n[nH]c(C)c2-c2nc3ccccc3s2)c(O)cc1OCC(=O)NN,-3%
1%,-6%,O=C(Nc1ncc(S(=O)(=O)c2ccc([N+](=O)[O-])cc2)s1)c1ccc2ccccc2c1,0%
5%,-7%,CCCC[n+]1ccn(-c2nc3c([N+](=O)[O-])cccc3n2C)c1,-9%
4%,x,CC[C@]1(C(=O)OC)[C@H]2C(=O)N(Cc3ccccc3)C(=O)[C@H]2[C@H]2CN=C(SCc3ccc(C(=O)OC)cc3)N21,-8%
-11%,11%,COC(=O)C1=NN(c2ccccc2)C2(S1)S/C(=C\c1ccccc1)C(=O)N2c1ccccc1 (stereo not drawn),-4%
-8%,5%,CSc1nnc(-c2ccccc2)n1C,1%
16%,x,Cc1nc(C)c(C(=O)OCC(=O)NCc2ccccc2Cl)s1,-2%
-12%,x,COc1cc(OC)c(C2C=C(C(=O)O)Nc3ncnn32)cc1OC (stereo not drawn),-3%
-17%,x,Cc1ccc(C)c(N2CCN(CCCNC(=O)C3COc4ccccc4C3)CC2)c1 (stereo not drawn),0%
9%,-10%,CCN1C(=O)C(Cc2nc3ccccc3c(=O)n2C)c2ccccc21 (stereo not drawn),-2%
2%,15%,O=C(COC(=O)C1CCN(C(=O)Nc2ccccc2)CC1)NCC(F)(F)F,-4%
-16%,-10%,CCOc1ccc(N2CC(C(=O)Nc3ccc(S(=O)(=O)N4CCCC4)cc3)CC2=O)cc1 (stereo not drawn),-6%
-3%,x,CCOc1cc2[nH]c(=O)n(CCCCCC(=O)NC(C)CC)c(=O)c2cc1OCC (stereo not drawn),1%
4%,0%,CC(NC(=O)Nc1ccccc1C(F)(F)F)C1CCCO1 (stereo not drawn),-2%
12%,2%,CC(C)n1nc(C(=O)Oc2cc(Cl)ccc2Cl)c2ccccc2c1=O,-3%
17%,-4%,Cc1cc(-c2cc(C(=O)NCc3ccccc3)on2)nc(S(C)(=O)=O)n1,-19%

# Full records as entered above. Order of values: FEN1 inh, N370S GC, GCN5L2 inh
# Results for CSc1nnc(-c2ccccc2)n1C : -8%, 5%, 1%
# Results for CCN1C(=O)C(Cc2nc3ccccc3c(=O)n2C)c2ccccc21 (stereo not drawn) : 9%, -10%, -2%
# Results for COc1cc2nc(SCC(=O)Nc3cccc(C)c3)n3nc(-c4ccccc4)nc3c2cc1OC : 16%, x, 0%
# Results for Cc1nc(C)c(C(=O)OCC(=O)NCc2ccccc2Cl)s1 : 16%, x, -2%
# Results for CCOc1ccc(N2CC(C(=O)Nc3ccc(S(=O)(=O)N4CCCC4)cc3)CC2=O)cc1 (stereo not drawn) : -16%, -10%, -6%

# Remaining list, next part.
FEN1 inh,N370S GC,canonical_smiles,GCN5L2 inh
-14%,-3%,Cc1c(C)c2ccc(OCC(=O)NC3CCN(Cc4ccccc4)CC3)c(C)c2oc1=O,1%
1%,u,COc1ccc([N+](=O)[O-])cc1N(CC(O)CN1CCCCC1)S(=O)(=O)c1ccccc1 (stereo not drawn),-5%
5%,-2%,Cc1cccc(C2Nc3ccccc3C(=O)N2c2ccc(F)cc2)n1 (stereo not drawn),-16%
1%,-2%,CC(c1ccc(F)cc1)n1cc(C(=O)NCCN(C)C)nn1 (stereo not drawn),-4%
2%,-7%,CC(C)C(NS(=O)(=O)c1cccs1)C(=O)NCc1ccccc1Cl (stereo not drawn),-1%
17%,-2%,COC(=O)c1cc(Cl)c(NC(=O)/C=C/c2ccc(Cl)cc2)cc1OC,-2%
3%,-2%,CN(C)c1ccc(NC(=S)NCC2CCCO2)cc1 (stereo not drawn),1%
-10%,-5%,CCOC(=O)N1CCC(N2Cc3cccc(C(=O)Nc4ccc(OCC)cc4)c3C2=O)CC1,-2%
-7%,7%,CC12CC(c3ccccc3O1)N(C(=O)c1ccco1)C(=O)N2c1ccccc1 (stereo not drawn),-3%
-10%,-1%,CCn1c(CNc2nc3ccccc3n2C(C)C)nc2ccccc21,4%
13%,6%,CC(=O)Nc1nc(C)c(Oc2ccc(C)cc2)c(=O)[nH]1,-1%
-14%,1%,CC1CN(C(=S)Nc2ccc(Cl)cc2)CC(C)O1 (stereo not drawn),10%
6%,0%,Cc1ccc(-c2nnc(/C=C/c3ccccc3)o2)cc1,-4%
1%,u,Cn1c(=O)c(C(=O)COc2ccc(F)cc2Cl)c(N)n(Cc2ccccc2)c1=O,-19%
-18%,8%,CCN(Cc1ccccc1)c1ccc(/C=N/N2CCOCC2)cc1,-10%
12%,6%,CC(=O)Nc1ccc(S(=O)(=O)N2CCN(c3nc4ccccc4n3CC(C)C)CC2)cc1,-8%
-27%,u,CCOc1c(O)ccc(/C=C2\SC(=S)NC2=O)c1[N+](=O)[O-],1%
13%,-6%,CC(=O)Nc1cccc(-c2nc3ccccc3o2)c1,-2%
10%,x,COc1cc(OC)cc(-c2nc3nc(C)c(CCC(=O)Nc4ccccc4)c(C)n3n2)c1,1%
4%,-19%,O=C(CN(c1ccc(F)cc1)S(=O)(=O)c1ccccc1)NC1CCCCCC1,-3%

FEN1 inh,N370S GC,canonical_smiles,GCN5L2 inh
-14%,-3%,COc1cc(C2C(C(=O)c3ccc(C)o3)=C(O)C(=O)N2c2cc(C)on2)cc(Br)c1O (stereo not drawn),-15%
-4%,-4%,COc1cc(OC)cc(C(=O)Nc2ccc(NC(=O)c3ccco3)c(Cl)c2)c1,-5%
x,-2%,CN1CCN(c2ncc3nc(-c4cn(C)c5ccccc45)c(=O)n(C)c3n2)CC1,-19%
-1%,-2%,CCOC(=O)Cn1nnnc1C(CC)N(Cc1cccs1)Cc1cc2cc(C)ccc2[nH]c1=O (stereo not drawn),2%
-4%,2%,CCn1c(=O)cc(OCC(=O)N2CCc3ccccc32)c2ccccc21,1%
14%,3%,CN(C)S(=O)(=O)c1cccc(NC(=O)c2cc(-c3cccs3)nn2-c2ccccc2)c1,-8%
1%,3%,CCOC(=O)C(C(C)=O)=C1SC2CS(=O)(=O)CC2S1 (stereo not drawn),-6%
-4%,-12%,Cc1cc(Br)cc(C)c1NC(=O)c1ccccc1[N+](=O)[O-],-3%
x,-1%[12.8 µM],C/C(CCN1CCc2nc(-c3ccccc3)c(-c3ccccc3)cc2C1)=N\O[C@@H](C)c1cn([C@H](CO)Cc2ccccc2)nn1,-2%
-7%,x,COc1ccc(C(=O)c2oc3ccccc3c2NC(=O)COc2cccc(C)c2C)cc1,0%
-19%,7%,COc1ccc(NC(=O)c2cccnc2)c(OC)c1,-3%
-1%,5%,Cc1ccc(Cn2ncc3c(N4CCN(c5ccccc5C)CC4)ncnc32)cc1,-12%
-2%,1%,COC(=O)CN1CCC(=O)c2ccccc2S1(=O)=O,x
-4%,11%,COc1ccc(C(C)=O)cc1CSc1nc2ccccc2c(=O)n1-c1cccc(C)c1,2%
u,x,O=C(COc1ccc(Br)cc1Cl)NC(=O)NC1CCCC1,-3%
0%,-2%,CO/N=C/C1CCN(c2ncc(C(F)(F)F)cc2Cl)C1=O (stereo not drawn),-1%
22%,x,O=C(NCc1cccs1)c1ccc2c(c1)sc1nc(-c3ccccc3)cn12,-1%
-12%,7%,Cc1c(C#N)c2ccccc2n1CC(=O)N1CCCc2ccccc21,0%
3%,-2%,O=S(=O)(N[C@@H]1C[C@H]2CC[C@@H]1C2)c1cccs1,2%
4%,3%,COc1ccc(/C=N/S(=O)(=O)CCc2ccccc2)c(OC)c1,23%

# The list goes on, starting with the last two of the part before.
FEN1 inh,N370S GC,canonical_smiles,GCN5L2 inh
3%,-2%,O=S(=O)(N[C@@H]1C[C@H]2CC[C@@H]1C2)c1cccs1,2%
4%,3%,COc1ccc(/C=N/S(=O)(=O)CCc2ccccc2)c(OC)c1,23%
0%,u,CCCc1cc(NCCCO)n2c(nc3ccccc32)c1C#N,-15%
4%,-8%,O=C(C1=C(O)C(=O)N(CC2CCCO2)C1c1cccnc1)c1ccco1 (stereo not drawn),-15%
-13%,-1%,COc1cc(/C=N/NC(=O)Cn2ccc(C(F)(F)F)n2)cc(OC)c1OC,-3%
-1%,-2%,COc1ccc(S(=O)(=O)n2nc(OC(=O)c3c(-c4ccccc4Cl)noc3C)cc2N)cc1,-17%
18%,0%,COC(=O)c1cc(S(=O)(=O)NCc2ccc3c(c2)OCO3)cn1C,-7%
-2%,-15%,CN1CCN(/N=C/c2ccc(N(c3ccccc3)c3ccccc3)cc2)CC1,-2%
-4%,-4%,COc1cc2c(cc1OC)C(C)N(C(=O)C1=NN(c3cccc(C)c3)C(=O)CC1)CC2 (stereo not drawn),-3%
3%,7%,Cc1cc(-c2ccccc2)c(C#N)c(N)n1,x
-18%,x,COc1cccc(NS(=O)(=O)c2cc(-c3cnc(C4CC4)o3)ccc2C)c1,8%
4%,-8%,NC(c1ccccc1)c1ccncc1 (stereo not drawn),-2%
-6%,x,COc1ccc(OC)c(NS(=O)(=O)c2ccc(N3CCCCS3(=O)=O)cc2)c1,28%
0%,19%,CN(Cc1ccccc1)C(=O)c1ccccc1N(C)S(=O)(=O)c1ccccc1,-6%
-4%,6%,CN(Cc1ccccc1F)c1ccc(S(=O)(=O)N2CCCC2)cn1,-2%
9%,15%,C=C1C(=O)O[C@@H]2[C@H]3O[C@]3(C)CC/C=C(\C)CC[C@@H]12,-3%
-6%,-2%,Cc1ccccc1NC(=S)N(Cc1cccs1)C1CCCCC1,3%
1%,-10%,C=CCSc1nc2sc3c(c2c(=O)[nH]1)CC(C)(CC)OC3 (stereo not drawn),-2%
7%,-2%,Cc1ccc(N2C(=O)c3ccc(C(=O)N4CCN(c5ccc(C)c(C)c5)CC4)cc3C2=O)cc1,0%
8%,x,Cc1ccc(S(=O)(=O)c2cnc(SCC(=O)Nc3ccc4c(c3)OCCO4)[nH]c2=O)cc1,-1%
13%,x,CCOc1cc(C(=O)Nc2ccc(S(=O)(=O)Nc3cc(OC)nc(OC)n3)cc2)cc(OCC)c1OCC,-8%
0%,5%,COc1ccc(/C(N)=N/OC(=O)C2CCCCC2)cc1OC,4%

FEN1 inh,N370S GC,canonical_smiles,GCN5L2 inh
-6%,3%,c1ccc(-c2nc3c(ccc4ccccc43)[nH]2)nc1,1%
-31%,2%,COc1cccc(S(=O)(=O)NCc2ccc(C(=O)N3CCN(Cc4ccccc4)CC3)cc2)c1,-11%
-3%,x,CCOc1ccc(NS(=O)(=O)c2c(C)nc3sc(C)c(C)n3c2=O)cc1,-13%
x,13%,CCOC(=O)c1csc(NC(=O)Nc2cccc(OC)c2)n1,24%
3%,-12%,CN(C)c1ccnc2sc3c(=O)n(-c4ccccc4)cnc3c12,-2%
-19%,x,CCOc1ccc(OCCNC(=O)c2oc3ccccc3c2COC)cc1,-8%
1%,x,COc1ccc(NC(=O)COCc2cc(-c3ccc4c(c3)OCO4)on2)cc1,-9%
22%,-4%,O=S(=O)(NCc1ccc2c(c1)OCO2)c1cnc[nH]1,-4%
-6%,8%,COc1cccc(CNC(=O)CSc2cc(=O)n(C)c3ccccc23)c1,-6%
-6%,x,CCN(CC(=O)NCc1cccs1)C(=O)c1ccc(S(=O)(=O)Nc2ccccc2Cl)cc1,-1%
x,-2%,CCCCCC(C)N (stereo not drawn),2%
-8%,u,CC(C)(C)OC(=O)[C@H](Cc1ccccc1)NC(=O)c1nc[nH]c1C(=O)NCc1ccccc1,-3%
-21%,-10%,CCOC(=O)[C@H]1[C@H]2COc3ccccc3[C@@H]2N2C(=O)c3cc(Cl)ccc3NC(=O)[C@@]12C,-8%
4%,0%,O=C(CSc1nc(=O)n2ccccc2n1)NCc1ccc(F)cc1,-1%
5%,-1%,CC(OC(=O)c1ccc(=O)n(Cc2ccccc2)n1)C(=O)Nc1cccc(Cl)c1 (stereo not drawn),3%
-7%,x,Cc1c(Cl)ccc2sc(N3CCN(C(=O)C4CC4)CC3)nc12,-10%
-6%,-4%,OCCN(C=NC1=NN(c2cccc(C(F)(F)F)c2)CC1)CCO,-12%
-3%,10%,COC(=O)C(Cc1ccccc1)NC(=O)C12CC3CC(CC(C3)C1)C2 (stereo not drawn),-3%
3%,1%,CCCc1c(C(=O)NNc2cc(C(F)(F)F)ccc2Cl)cnn1-c1ccccc1,-2%
-17%,x,COc1ccc(CNC(=O)c2ccc(NC(=O)N3CCSc4ccccc43)cc2)cc1,-6%
-23%,x,O=C1CSC2(C(=O)N(Cc3ccccc3F)c3ccccc32)N1c1cccc(C(F)(F)F)c1 (stereo not drawn),-18%
-9%,11%,COC(=O)c1ccc(CSc2nc3scc(-c4cccs4)c3c(=O)[nH]2)o1,-19%
-2%,3%,COc1cc2c(cc1OC)-c1nnc(C)n1C(C)(C)C2,0%
